Screening results: PubChem, several laboratories
NF-kB expr up = compounds increasing NF-kB expression in human neuronal cells; NF-kB reporter expression; hits give high values; fold change at 12.5 µM; 190,000 tested, 1.6% active; AID 1239; in the data active means fold change above about 3.3
FLuc inhib CS = Photinus pyralis luciferase inhibition counter-screen; P08659; ATPLite firefly luciferase biochemical luminescence, 10 min; inhibition, % at 10 µM; 200,000 tested, 1.5% active;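 active means inhibition above about 50% when tested at 10 µM, limit read from the data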
Target sequence (P08659 whole entry, looked up): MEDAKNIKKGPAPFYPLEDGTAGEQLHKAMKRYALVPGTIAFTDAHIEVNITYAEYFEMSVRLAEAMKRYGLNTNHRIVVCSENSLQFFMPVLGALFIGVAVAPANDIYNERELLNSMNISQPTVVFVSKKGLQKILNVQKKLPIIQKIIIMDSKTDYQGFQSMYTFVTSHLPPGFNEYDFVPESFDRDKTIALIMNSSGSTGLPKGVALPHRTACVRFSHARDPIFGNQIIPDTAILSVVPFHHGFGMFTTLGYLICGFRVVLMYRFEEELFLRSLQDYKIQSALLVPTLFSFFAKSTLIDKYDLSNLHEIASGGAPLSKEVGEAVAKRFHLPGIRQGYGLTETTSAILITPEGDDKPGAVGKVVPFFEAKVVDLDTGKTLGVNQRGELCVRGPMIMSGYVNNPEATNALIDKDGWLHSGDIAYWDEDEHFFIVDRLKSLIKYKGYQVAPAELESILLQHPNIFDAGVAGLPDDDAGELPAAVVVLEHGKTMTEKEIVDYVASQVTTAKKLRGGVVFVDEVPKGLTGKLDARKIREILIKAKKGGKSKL
STAT3 act = increases IL-6 driven STAT3 reporter signal | U3A cells, IL-6 STAT3-luciferase reporter, luminescence; 100% = signal with IL-6 EC80 alone | activation (% of control), % at 5.6 µM | 190,000 tested, 0.91% active | AID 871;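 active means activation above the screen-wide mean of compound activation plus 3 SD, cut at about 130% in these data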;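 further: 0% = background luminescence of wells with medium and substrate only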
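Test system: human U3A cells carrying STAT3-luciferase construct; control set: IL-6-only wells as 100% reference; timing: compound pre-incubation 1 h before IL-6, then 6 h stimulation at 37 °C; also added: IL-6 stimulus at 33 ng/mL final; evaluation: % activation versus median of IL-6-stimulated wells; detection: reporter luminescence signal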
STAT3 blocker = STAT3 signaling inhibition; U3A cells, IL-6 STAT3-luciferase reporter, luminescence; host cell line lacks STAT1; inhibition, % at 5.5 µM; 190,000 tested, 0.89% active; AID 862;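 active means inhibition above the mean inhibition across all screened compounds plus 3 SD, cut at about 44% in these data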;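 further: 0% = DMSO only wells and 100% = 100 µM nifuroxazide control wells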
ROMK mod = human ROMK K+ channel modulation, primary screen. P48048. Tet-inducible ROMK, thallium flux fluorescence; actives lie on both sides. B-score at 10 µM. 130,000 tested, 2% active. AID 1918;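 active means signal ratio slope over the read window, or its plate-corrected B-score, at least 3 SD from the plate mean, either direction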;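 further: B-score of the F/F0 ratio slope over 7 to 12 s after thallium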
Target sequence (P48048 whole entry, looked up): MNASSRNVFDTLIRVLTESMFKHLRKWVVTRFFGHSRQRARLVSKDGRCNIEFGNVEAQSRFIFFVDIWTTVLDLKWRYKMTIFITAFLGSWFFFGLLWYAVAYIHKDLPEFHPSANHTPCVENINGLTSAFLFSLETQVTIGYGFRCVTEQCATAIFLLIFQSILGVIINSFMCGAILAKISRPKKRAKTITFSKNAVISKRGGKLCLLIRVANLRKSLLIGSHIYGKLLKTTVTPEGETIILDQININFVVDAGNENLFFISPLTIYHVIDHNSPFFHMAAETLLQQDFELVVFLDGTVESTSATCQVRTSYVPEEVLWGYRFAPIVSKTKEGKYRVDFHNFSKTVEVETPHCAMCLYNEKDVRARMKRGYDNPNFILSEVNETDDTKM
STAT1 blocker = inhibitors of IFN-gamma induced STAT1 signaling | 200,000 tested, 0.35% active | inhibition, % at 5.5 µM | NIH 3T3 STAT1-luciferase reporter, luminescence | AID 920;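 active means inhibition above a set limit, the mean inhibition across all tested compounds plus 3 SD, cut at about 34% in these data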;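 further: 0% = IFN-gamma with DMSO and 100% = IFN-gamma with 300 µM nifuroxazide; values of inactives mirror those of a sister screen read the other way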
STAT1 activator = increases IFN-gamma driven STAT1 reporter signal. 200,000 tested, 2.6% active. activation (% of control), % at 5.5 µM. NIH 3T3 STAT1-luciferase reporter, luminescence; 100% = IFN-gamma alone, no compound. AID 932;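 active means activation above the screen-wide mean activation plus 3 SD, cut at about 130% in these data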;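 further: raw ratio to IFN-gamma control signal so 100% means no change and 0% no light; values of inactives mirror those of a sister screen read the other way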
APP transl inh = APP translation inhibition; SH-SY5Y APP 5'UTR-luciferase reporter, luminescence; 190,000 tested, 0.82% active; inhibition, % at 2 µM;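 active means inhibition above a set limit, derived from the sample mean plus 3 SD, cut at about 45% in these data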; further: values of inactives mirror those of a sister screen read the other way
FLuc stim CS = affects firefly luciferase, flagging false hits in luciferase stimulation screens; P08659; ATPlite luciferase biochemical, luminescence, 10 min; 0 = ATP-free wells, 1 = DMSO control; activation factor at 10 µM; 200,000 tested, under 10 active;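 active means luciferase activation factor, scaled between plate controls, of at least 2 with compound at 10 µM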
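System: Luciferase/luciferin detection reagent, cell-free biochemical luciferase assay | Medium: PBS buffer for ATP | Dosing: Test compounds dosed from 2 mM stocks in 100% DMSO | Timing: 10 min at ambient temperature | Signal: Luminescence measurement of luciferase light output | Evaluation: Luciferase activation, seen as luminescence increase over controls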
APP 5'UTR act = APP 5'UTR luciferase reporter activation; activation, % at 2 µM; 190,000 tested, 1% active; AID 1276; SH-SY5Y APP 5'UTR luciferase reporter, luminescence; zero percent = DMSO vehicle wells;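 active means activation above a set limit, based on mean plus 3 SD of controls, cut at about 140% in these data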; further: values of inactives mirror those of a sister screen read the other way
* = called active by the depositor; / = not tested or not shown.

SMILES	NF-kB expr up	FLuc inhib CS	STAT3 act	STAT3 blocker	ROMK mod	STAT1 blocker	STAT1 activator	APP transl inh	FLuc stim CS	APP 5'UTR act
COC(=O)c1ccc(N2CCOCC2)c(NC(=O)Nc2cccc(OC)c2)c1	0.94	-8	104	-5	/	5	96	-7	1.1	7
CC(C)N(C(=O)NC(=O)Nc1ccccn1)S(C)(=O)=O	1.4	-5	96	2	0.38	-10	109	12	1	-12
O=C(NCC1CCCO1)c1ccc(COc2ccc(F)cc2)o1 (configuration not stated)	1	-3	138*	-44	/	-21	119	17	1	-17
Cc1ccccc1C(=O)NC(=S)NCC1CCCO1 (configuration not stated)	1.6	-4	108	-4	/	2	98	1	1	-1
Cc1cccc(C)c1N(CC(=O)Nc1cc(Cl)ccc1Oc1ccccc1)S(C)(=O)=O	0.73	-5	110	-6	/	4	97	-3	1	3
COc1cc(C(=O)N2CCC(n3cnc4cc(F)ccc43)CC2)cc(OC)c1OC	1.3	-6	103	0	/	-5	105	-18	1.1	18
O=C(Nc1ccc(Cl)c(Cl)c1)N(CCCN1CCOCC1)Cc1cccs1	0.8	-5	96	13	/	5	95	-9	1.1	9
NC(=O)CSC1=N/C(=C\c2ccco2)C(=O)N1c1ccc(OC(F)F)cc1	1.1	-9	104	-2	0.087	8	92	-8	1.1	8
CNS(=O)(=O)c1cc2c3c(cccc3c1)C(=O)NC2=O	1.1	-4	95	14	1.1	-15	112	4	1	-4
Oc1ccc(-c2nc3cnccn3c2Nc2ccc3c(c2)OCCO3)cc1	1.8	-1	94	12	/	4	96	-5	1	5
CN(Cc1cccc2ncccc12)C(=O)CC1C(=O)NCCN1Cc1ccc(F)cc1 (configuration not stated)	1	-5	100	3	-0.028	0	98	-25	1.1	25
O=C(NCc1ccccc1F)C1CCCN1C(=O)NC1CCCCC1 (configuration not stated)	1	-9	104	0	/	-1	101	-5	1.1	5
Cc1cc(OCCN2CCCCC2)nc2ccccc12	1	-2	107	-8	-0.47	-3	102	-4	1	4
CCOC(=O)C1=C(C)Nc2nnnn2C1c1ccccc1Cl (configuration not stated)	1.2	-3	88	18	-0.6	6	96	6	1	/
O=C1NC2(CCCCCC2)C(=O)N1Cc1ccc([N+](=O)[O-])cc1	1.1	-3	106	-4	/	9	92	13	1	-13
Cc1cc(C(=O)OCCO)c(C#N)c(N)n1	0.95	-8	105	-1	/	0	100	6	1.1	-6
O=c1c2c(n3cnnc3n1C1CCCCC1)-c1ccccc1CC21CCCCC1	2.9	0	100	3	-0.43	-3	104	42	1	-42
CCC(=O)Nc1c2c(nn1-c1cccc(Cl)c1)CSC2	1.3	-3	108	-9	-0.46	-2	101	25	1	-25
Cc1nnc2sc(SCC(=O)Nc3cccc(Cl)c3)nn2c1=O	2.9	-8	100	6	0.15	-8	105	-1	1.1	1
CCOC(=O)c1c(OCC)[nH]c2c1cc(O)c1ccccc12	0.86	-7	99	5	-1.6	-7	106	17	1.1	-17
N#Cc1c(SCC(N)=O)nsc1SCc1ccccc1Cl	1.1	-4	103	-1	-0.41	18	83	-6	1	5
Cc1ccc(C(=O)Nc2nnc(NC(=S)Nc3ccccc3)s2)cc1	1.6	17	69	40	1.9	-22	118	-8	0.8	8
COCCNC(=O)C(c1ccccc1F)N(C(=O)C(=O)NC1CCCC1)C1CCCCC1 (configuration not stated)	1.2	-1	100	5	-1.3	6	93	-8	1	8
Cc1cc2nncn2c2ccccc12	1.2	3	104	-5	0.9	-2	102	-11	1	11
O=C(CC(=O)c1ccccc1O)c1cccc(F)c1	1.3	-2	103	-2	-0.74	-8	107	-26	1	26
CC(=O)Nc1c([N+](=O)[O-])cc2[nH]c(=O)[nH]c2c1[N+](=O)[O-]	1.5	3	108	-8	0.56	0	99	3	1	-3
CCOc1ccc(NC(=O)CC2C(=O)NCCN2C(=O)c2ccc(Cl)cc2)cc1 (configuration not stated)	1.3	-8	102	-1	-0.37	4	97	-3	1.1	3
CCOc1ccccc1Oc1c(C)oc2c(CN3CCN(C)CC3)c(O)ccc2c1=O	1	-8	98	4	-0.72	11	89	-5	1.1	5
Cc1cc(C)n(-c2nc(-c3ccccc3)cs2)n1	2.6	10	137*	-44	-0.082	-14	107	/	0.9	/
Cc1ccc(OCCCc2c(C)n[nH]c2C)cc1	0.9	16	80	29	-0.78	6	92	-5	0.8	5

Among those listed so far, two contain a cyano group.
SMILES	NF-kB expr up	FLuc inhib CS	STAT3 act	STAT3 blocker	ROMK mod	STAT1 blocker	STAT1 activator	APP transl inh	FLuc stim CS	APP 5'UTR act
Cc1cc(C(=O)OCCO)c(C#N)c(N)n1	0.95	-8	105	-1	/	0	100	6	1.1	-6
N#Cc1c(SCC(N)=O)nsc1SCc1ccccc1Cl	1.1	-4	103	-1	-0.41	18	83	-6	1	5

Continued.
SMILES	NF-kB expr up	FLuc inhib CS	STAT3 act	STAT3 blocker	ROMK mod	STAT1 blocker	STAT1 activator	APP transl inh	FLuc stim CS	APP 5'UTR act
CC(NC(=O)C12CC3CC(C1)CC(n1cncn1)(C3)C2)C12CC3CC(CC(C3)C1)C2 (configuration not stated)	0.94	-8	104	6	/	0	100	14	1.1	-14
COCCCN1C(=O)C(=O)/C(=C(/O)c2ccc(OC)cc2)C1c1ccc(O)c(OC)c1 (configuration not stated)	1.1	-15	106	-2	/	6	94	-14	1.2	14
O=C(NC1CCCCC1)C(c1ccc(F)cc1)N(Cc1ccco1)C(=O)Cn1nnc2ccccc21 (configuration not stated)	1.1	-4	110	-6	-0.17	-3	102	-16	1	16
COc1ccc(Nc2ncc(C(=O)N3CCN(Cc4ccccc4)CC3)c3ccccc23)cc1	0.49	6	100	4	/	-5	104	8	0.9	-8
COc1ccc(NC(=S)Nc2ccccc2SC)c(OC)c1	1	-6	108	-3	0.79	3	95	5	1.1	-5
COC1CCCCC1NS(=O)(=O)c1ccccc1 (configuration not stated)	0.92	-3	98	6	/	5	96	8	1	-8
CC(C)N(CC(N)=O)C(=O)c1sc2cc(F)ccc2c1Cl	0.94	-7	102	-1	0.13	-7	105	-33	1.1	33
COc1ccc2nc(N3C(=O)CC(Cc4cc(C)cc(C)c4)C3=O)sc2c1 (configuration not stated)	0.94	-6	91	21	/	2	98	-4	1.1	5
O=c1[nH]c(/C=C/c2ccc(Br)cc2)nc2c1cnn2-c1ccccc1	1	-7	107	-4	-0.091	-7	104	8	1.1	-8
O=C1CCC2S/C(=C/Nc3ccc(C(F)(F)F)cc3)C(=O)N12 (configuration not stated)	0.28	2	35	78*	0.28	66*	38	72*	1	-72
COc1cccc(OC)c1OCCCOc1ccc([N+](=O)[O-])cc1Cl	1.1	-5	104	-1	-1.5	12	89	6	1.1	-6
Cc1ccc(N(C(C)C(=O)NCc2ccncc2)S(C)(=O)=O)cc1C (configuration not stated)	1.2	-4	85	24	1.7	2	97	-6	1	7
CCN(c1ccccc1)S(=O)(=O)c1ccc(Cl)c(C(=O)NCC2CCCO2)c1 (configuration not stated)	1	-7	101	5	0.015	-7	107	1	1.1	-1
Cc1ccc2c(c1)nnn2C1CCN(S(=O)(=O)c2ccc3ccccc3c2)CC1	0.82	-6	105	-5	/	0	100	3	1.1	-3
Clc1cccc(Cl)c1/C=C/c1nc2ccccc2[nH]1	7.2*	82*	128	-23	/	-47	143*	-164	0.2	164*

Profiles as entered above.
Listed for CC(C)N(CC(N)=O)C(=O)c1sc2cc(F)ccc2c1Cl : NF-kB expr up: 0.94; FLuc inhib CS: -7; STAT3 act: 102; STAT3 blocker: -1; ROMK mod: 0.13; STAT1 blocker: -7; STAT1 activator: 105; APP transl inh: -33; FLuc stim CS: 1.1; APP 5'UTR act: 33
Listed for CCN(c1ccccc1)S(=O)(=O)c1ccc(Cl)c(C(=O)NCC2CCCO2)c1 (configuration not stated) : NF-kB expr up: 1; FLuc inhib CS: -7; STAT3 act: 101; STAT3 blocker: 5; ROMK mod: 0.015; STAT1 blocker: -7; STAT1 activator: 107; APP transl inh: 1; FLuc stim CS: 1.1; APP 5'UTR act: -1

Next section:
SMILES	NF-kB expr up	FLuc inhib CS	STAT3 act	STAT3 blocker	ROMK mod	STAT1 blocker	STAT1 activator	APP transl inh	FLuc stim CS	APP 5'UTR act
CCNC(=S)N1CC(C)OC(C)C1 (configuration not stated)	1.1	-5	104	2	-0.12	2	98	-6	1.1	6
CCOC(=O)/C(C#N)=C/c1ccc(OC)c(OC)c1	1.2	-7	101	-1	0.13	3	89	/	1.1	/
CC(C)Cc1ccc(/C=C/C(=O)N2CCCCC2)cc1	4.2*	14	110	-5	0.00086	-42	139*	-86	0.9	86
CCc1ccc(C2N3CC4([N+](=O)[O-])CN2CC([N+](=O)[O-])(C3)C4(C)C)cc1 (configuration not stated)	0.94	-6	103	2	/	10	91	-17	1.1	17
COc1ccc(C(=O)NC(CO)c2nnc(SCc3ccc(Cl)c(Cl)c3)n2C)cc1 (configuration not stated)	1	-3	98	9	-0.27	4	96	7	1	-7
O=C(COC(=O)c1cc(-c2cccs2)nc2ccccc12)NC1CCS(=O)(=O)C1 (configuration not stated)	0.74	-7	91	20	1.8	-9	107	-6	1.1	6
Cc1cc(C)c(S(=O)(=O)c2ccccc2)c(OC(=O)c2c(F)cccc2F)n1	1.2	-10	118	-20	-1.1	-3	101	6	1.1	-6
Cc1c(Cl)cccc1NC(=O)CNCc1ccccc1F	1	-4	105	-4	-1.6	8	93	-4	1	4
CC1=C(C(=O)OC(C)C)C(c2ccsc2)NC(=O)N1C (configuration not stated)	1.4	-4	99	4	1	0	99	-8	1	8
Cc1ccc(S(=O)(=O)N(C)CC(=O)N2CCc3ccccc32)cc1	1.1	0	101	4	/	7	94	13	1	-13
Cc1ccn2c(CNCCCn3cccn3)c(C(=O)N3CCCCCC3)nc2c1	1.1	-4	105	-1	0.47	-3	102	22	1	-22
Cc1ccccc1NC(=O)/C(=C/c1cccs1)NC(=O)c1ccco1	1.2	-4	108	-6	/	-1	101	-6	1	6
Fc1ccc(-c2cc3nc4c(c(N5CCOCC5)n3n2)CCCC4)cc1	0.34	-1	89	16	-1.2	-9	108	-16	1	16
COC(=O)C1CCN(c2ccc([N+](=O)[O-])cc2)CC1	1.3	-4	92	13	-1	11	90	-12	1	12
Nc1nonc1C(=O)NCCNC(=O)c1ccccc1F	0.94	-4	97	6	/	0	100	-17	1	17
CCN(CC)S(=O)(=O)c1cccc(-c2n[nH]c(=S)n2/N=C/c2ccc(OC)cc2)c1	1.1	0	104	4	0.35	-3	103	-1	1	1
CC(C)[C@H](NC(=O)NCc1ccc(Cl)cc1)C(=O)O	1.4	-2	96	9	/	6	94	-1	1	1
COc1ccccc1Nc1ncnc2ccccc12	1.1	0	89	16	/	-9	108	-10	1	10
O=C(/C=C/c1ccccc1Cl)NCCN1CCOCC1	1.2	1	104	2	0.64	1	99	-20	1	20
Cc1c(Br)c([N+](=O)[O-])nn1CC(=O)Nc1ccc(C(N)=O)cc1	1.1	-4	97	7	0.56	-12	110	-12	1	12
O=S(=O)(Nc1ccn(-c2ccccc2)n1)c1ccc(Br)cc1	1.4	-7	113	-11	/	-4	104	-30	1.1	30
CCC1(O)c2ccccc2-c2ncccc21 (configuration not stated)	1.5	-6	104	0	/	-1	101	-6	1.1	6
Cc1cc(N2CCCC2)nc(-c2ccccc2O)n1	1.1	-3	111	-13	/	-6	106	-14	1	14
